Source: PubChem
S1P3 agonist: activates the human S1P3 receptor; Q99500; S1P3 NFAT-BLA reporter cells, agonism, FRET ratio; relative to 1 µM S1P, basal subtracted; activation, % at 4.5 µM; hit rate 0.1% among 60,000;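 active = activation above the screen-wide mean plus 3 SD, cut at about 4.5% in these data, passing the limit was not always enough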; also: some compounds called inactive have numbers as strong as hits
Target sequence (Q99500 whole entry, looked up): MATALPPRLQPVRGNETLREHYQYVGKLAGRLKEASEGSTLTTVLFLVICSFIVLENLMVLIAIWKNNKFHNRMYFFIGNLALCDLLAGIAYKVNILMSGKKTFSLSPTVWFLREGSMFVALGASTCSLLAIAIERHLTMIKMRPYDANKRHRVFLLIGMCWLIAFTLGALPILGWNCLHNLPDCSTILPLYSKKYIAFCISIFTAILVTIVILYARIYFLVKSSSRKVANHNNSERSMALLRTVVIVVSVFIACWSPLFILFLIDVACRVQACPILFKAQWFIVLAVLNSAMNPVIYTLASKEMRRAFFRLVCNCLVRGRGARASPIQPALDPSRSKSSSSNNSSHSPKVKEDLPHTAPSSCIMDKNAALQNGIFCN
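Assay system: CHO cells stably expressing human S1P3, Gα16 and NFAT-β-lactamase reporter. Timing: overnight plating, 4 h compound 37 °C, 2 h substrate RT. Signal: β-lactamase FRET emission ratio 460/535 nm. Measure: percent activation versus median 1 µM S1P response, basal-subtracted, per plate. Repeats: primary screen single test, confirmation screen in triplicate.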
S1P1 ag pot: S1P1 (human) agonism or agonism potentiation | activation, % at 9.5 µM | S1P1 CRE-bla cells, forskolin, beta-lactamase FRET, potentiator mode; S1P1 agonist co-added at EC20, 2 nM; 100% = saturating reference agonist, 0% = basal | P21453 | hit rate 0.57% among 56,000 | AID 449;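 active = activation above a cutoff set at the mean activation of all tested compounds plus 3 SD, cut at about 54% in these data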;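 also: forskolin at 4 µM as EC80 and the EC20 agonist is SEW2871; 100% = SEW2871 at its EC100 plus forskolin at EC80; some compounds past the cut are filed as inactive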
Target sequence (P21453 whole entry, looked up): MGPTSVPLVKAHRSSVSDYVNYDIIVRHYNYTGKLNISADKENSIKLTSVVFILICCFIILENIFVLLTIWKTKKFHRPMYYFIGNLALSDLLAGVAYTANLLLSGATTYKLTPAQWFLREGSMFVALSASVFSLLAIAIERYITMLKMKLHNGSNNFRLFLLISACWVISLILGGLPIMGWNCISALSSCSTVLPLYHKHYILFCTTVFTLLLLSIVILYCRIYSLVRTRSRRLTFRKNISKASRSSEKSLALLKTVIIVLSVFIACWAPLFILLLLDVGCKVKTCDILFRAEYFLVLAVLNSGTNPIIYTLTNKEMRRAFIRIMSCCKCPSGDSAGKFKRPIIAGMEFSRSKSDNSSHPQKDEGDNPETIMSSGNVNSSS
HTR1E antagonist: 5-HT1E (human) receptor antagonism; P28566; CHO 5-HT1E Ga15 NFAT-bla reporter, FRET, antagonist; inhibition, % at 6 µM; hit rate 0.99% among 65,000; AID 571;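 active = inhibition above a set limit, the mean inhibition across every tested compound plus 3 SD, cut at about 29% in these data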;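 also: signal is the 460 over 535 nm emission ratio of beta-lactamase substrate; 0% = agonist plus DMSO wells and 100% = wells without agonist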
5HT1E ag: 5-HT1E (human) receptor agonism; AID 574; activation, % at 6 µM; CHO 5-HT1E Ga15 NFAT-bla reporter, FRET; 0% DMSO wells, 100% control agonist wells; hit rate 0.69% among 65,000;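 active = activation above a set limit, the screen-wide mean activation plus 3 SD, cut at about 8.5% in these data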;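 also: 100% = positive control agonist at 1 µM giving full maximal response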
D1 allo mod: allosterically modulates the human D1 dopamine receptor. HEK293 D1, CRE-luciferase, dopamine EC30 potentiation; actives deviate in either direction. AID 641. P21728. hit rate 5.9% among 58,000. B-score at 10 µM;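 active = luminescence count or its row- and column-corrected plate score outside the 99.7% band of the plate's sample wells, on either side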
Jurkat tox 60K: reduces viability or proliferation of Jurkat cells. inhibition, % at 4 µM. hit rate 1.2% among 56,000. Jurkat E6.1 viability, ATP luminescence, 48 h;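 active = inhibition above the mean inhibition of all tested compounds plus 3 SD, cut at about 28% in these data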
HTR1A agonist: activates the human 5-HT1a serotonin receptor; P08908; hit rate 0.56% among 65,000; activation, % at 10 µM; AID 567; CHO 5-HT1a Ga15 NFAT-bla reporter, FRET ratio; 0% basal, 100% maximal reference agonist;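 active = activation above the screen-wide mean activation plus 3 SD, cut at about 19% in these data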;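 also: 0% = DMSO wells and 100% = 5-CT at EC100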
5-HT1A blocker: 5-HT1a (human) receptor antagonism; P08908; CHO 5-HT1a Ga15 NFAT-bla reporter, antagonist mode; inhibition, % at 10 µM; hit rate 0.68% among 62,000;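 active = inhibition above the mean of all tested compounds plus 3 SD, cut at about 43% in these data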;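 also: receptor stimulated by 5-CT agonist at 100 nM near EC80; beta-lactamase reporter measured by ratiometric fluorescence of a cleavable substrate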
HEK293 NFkB inh: inhibitors of the PMA/ionomycin-induced NF-kB reporter in HEK293 cells; HEK-293 NF-kB luciferase reporter, luminescence; AID 465; hit rate 0.21% among 62,000; inhibition, % at 3 µM;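 active = inhibition above the mean of all tested compounds plus 3 SD, cut at about 40% in these data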;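 also: 0% = stimulated DMSO wells and 100% = 10 µM reference inhibitor 5653914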
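Material: HEK-293 cells with stable firefly luciferase reporter driven by four HIV NF-kB elements / Also added: PMA plus ionomycin mix as NF-kB-activating stimulus / Compound dosing: 3 µM once, 0.30% DMSO / Times: 1 h pretreatment, 16 h stimulation, 37 °C / Signal: luminescence / Evaluation: per-plate % inhibition versus controls / Benchmarks: DMSO and 10 µM reference inhibitor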
An asterisk follows results filed as active; / = no result given.

Codes: A = S1P3 agonist; B = S1P1 ag pot; C = HTR1E antagonist; D = 5HT1E ag; E = D1 allo mod; F = Jurkat tox 60K; G = HTR1A agonist; H = 5-HT1A blocker; I = HEK293 NFkB inh
CN=C(Nc1cc(C)nn1CCC#N)c1ccccc1F
  A: -1.0	B: -1.8	C: 5.6	D: 0.1	E: -0.504	F: 4.4	G: -1.8	H: -1.2	I: 14.8

CCOC(=O)N1CCN(C(=O)Nc2ccc3oc(C)nc3c2)CC1
  A: 0.3	B: /	C: 12.3	D: -0.3	E: -0.276	F: 2.1	G: -2.4	H: 0.5	I: -12.5

Cc1cc(C)cc(NCC(=O)Nc2c(C)cccc2C)c1
  A: 0.6	B: -27.8	C: -6.8	D: -0.3	E: 1.37	F: -10.7	G: -1.7	H: 2.3	I: 11.6

COc1cccc(NC(=O)NCc2cccn2C)c1
  A: -1.6	B: -32.3	C: 1.5	D: -0.6	E: 0.799	F: -1.8	G: -2.1	H: 6.3	I: -8.8

CC(C)OC(=O)c1c(NC(=O)CCn2nnc3ccccc32)sc2c1CCCC2
  A: -0.8	B: -13.1	C: 4.3	D: -1.0	E: 0.825	F: -6.0	G: -1.1	H: 2.3	I: 7.1

COc1ccc(OC)c(N/C=C2/CCCCC2=O)c1
  A: -0.9	B: -19.3	C: -6.8	D: 1.1	E: 1.92	F: -0.3	G: 2.1	H: 4.6	I: -0.5

CC1CCN(S(=O)(=O)c2cccc(-c3nnc(-c4cccnc4)o3)c2)CC1
  A: -1.3	B: -4.7	C: 5.2	D: 1.4	E: -2.51	F: 8.4	G: 0.6	H: -18.6	I: 16.1

Cc1cccc(C)c1OCC(=O)Nc1cccc(-c2nnc(-c3ccccc3)o2)c1
  A: -2.0	B: 14.4	C: -11.8	D: -0.8	E: /	F: /	G: 4.7	H: /	I: /

Cn1c(CSc2nc3ccccc3s2)n[nH]c1=S
  A: -0.4	B: /	C: 14.7	D: 0.9	E: -0.672	F: 7.4	G: -0.2	H: -6.8	I: 7.5

CCOC(=O)Nc1ccc(C)cc1Br
  A: 0.0	B: -11.8	C: -3.6	D: -0.8	E: 0.353	F: -4.2	G: -4.2	H: -6.0	I: 2.8

COc1ccccc1-n1nc(C(=O)Nc2ccc3c(c2)OCO3)c2ccccc2c1=O
  A: -1.2	B: 10.9	C: 9.5	D: -1.3	E: 1.2	F: 2.3	G: -5.2	H: 6.1	I: 12.4

COc1ccc(C(=O)/C=C/Nc2cc(C)on2)c(OC)c1
  A: -1.3	B: -4.6	C: 7.1	D: -0.1	E: 1.23	F: 2.7	G: 0.3	H: 13.3	I: 2.4

CC1=CC(C)(C)Nc2ccc(C)cc21
  A: -1.1	B: -23.6	C: 3.1	D: 0.5	E: 1.05	F: 6.3	G: -1.8	H: 3.2	I: 6.3

Cc1nc2sc3c(c2c2nnc(SCC(=O)NCc4ccco4)n12)CCCC3
  A: 1.0	B: -14.7	C: 3.1	D: -0.3	E: 1.55	F: 0.3	G: 10.9	H: -8.7	I: 14.8

NC(=O)c1ccsc1NC(=O)COc1ccccc1
  A: -0.6	B: -13.0	C: 2.1	D: -1.0	E: 1.22	F: 0.8	G: -2.2	H: 3.6	I: -7.4

CCCC1(C(=O)OCC)NC(c2ccc(N(C)C)cc2)C2C(=O)N(c3ccc(OCC)cc3)C(=O)C21 (stereo not drawn)
  A: -0.6	B: 0.1	C: -10.8	D: -1.6	E: 2.92*	F: -3.6	G: -3.0	H: 3.8	I: 16.4

CCOc1ccc(OCC)c(NC(=O)CNS(=O)(=O)c2cccs2)c1
  A: /	B: /	C: -9.3	D: 0.3	E: /	F: /	G: -1.5	H: -8.9	I: 16.2

CCc1cc2cc(C)ccc2nc1SCC(=O)N1CCN(C(=O)c2ccco2)CC1
  A: -0.6	B: -16.0	C: -0.7	D: 0.2	E: -0.274	F: 1.5	G: 0.5	H: -1.6	I: -2.2

O=C(CN(C(=O)CCC(=O)Nc1nccs1)c1ccc2c(c1)OCCO2)NCc1ccco1
  A: 0.4	B: -12.6	C: 2.2	D: 0.7	E: 0.0505	F: -12.7	G: -1.0	H: -8.3	I: 10.8

CCOC(=O)C1=C(CSc2n[nH]c(N)n2)NC(=O)NC1C (stereo not drawn)
  A: -1.9	B: 0.0	C: 2.6	D: 0.0	E: -1.04	F: -4.1	G: -1.8	H: -6.8	I: 13.6

O=C(c1cc(-c2cccnc2)nc2ccc(Br)cc12)N1CCC2(CC1)OCCO2
  A: -0.9	B: 10.9	C: 3.5	D: -0.1	E: -3.24	F: -3.5	G: 0.2	H: -2.6	I: -0.9

O=C(C1CCCN(S(=O)(=O)c2cnc[nH]2)C1)N(CCc1ccccc1)Cc1ccccc1 (stereo not drawn)
  A: -0.6	B: -4.7	C: -2.3	D: 0.6	E: -0.158	F: -4.9	G: -1.1	H: 7.7	I: 7.5

Cc1cccc2nc(CSCc3ccco3)cn12
  A: 0.8	B: 2.9	C: -5.1	D: 0.4	E: -2.19	F: -5.4	G: -1.0	H: -2.9	I: -22.2

O=C(Nc1cccc(NC(=O)c2nccc3ccccc23)c1)c1ccco1
  A: -0.9	B: -1.4	C: 4.0	D: 0.2	E: 0.674	F: 1.6	G: 0.6	H: 4.4	I: 6.6

CC(c1ccco1)N(C(=O)COc1ccc(Cl)cc1)c1ccccn1 (stereo not drawn)
  A: 0.3	B: 25.0	C: 0.3	D: -0.8	E: -0.512	F: 6.2	G: -3.4	H: -0.1	I: 7.7

COc1ccc(N(C(=O)c2ccccc2OC)C2C=CS(=O)(=O)C2)c(OC)c1 (stereo not drawn)
  A: 0.2	B: 1.6	C: 11.6	D: -1.1	E: 0.15	F: 3.5	G: 0.0	H: 4.9	I: 0.0

COc1ccccc1OCc1nnc(SCCN2CCOCC2)o1
  A: -0.4	B: -5.5	C: -0.6	D: -1.1	E: 1.94	F: 2.0	G: -2.0	H: 9.8	I: 9.1

COC(=O)Cn1c(C)nc2c(sc3nc(C)cc(C)c32)c1=O
  A: -0.7	B: -11.6	C: 9.6	D: 1.2	E: 1.85	F: -1.8	G: 3.7	H: -11.3	I: -11.3

CCS(=O)(=O)N1CCN(C(=O)c2ccc(-c3ccccc3)cc2)CC1
  A: -1.4	B: /	C: 14.2	D: -0.8	E: 0.276	F: 11.6	G: -1.1	H: 16.6	I: 12.8

O=C(NCCCN1CCOCC1)[C@@H]1CSC2c3ccccc3C(=O)N21 (stereo partly drawn)
  A: -1.5	B: 0.0	C: 17.3	D: -1.8	E: -0.0775	F: -1.9	G: -1.5	H: 1.5	I: 15.6

Nc1c(C(=O)NCc2ccccc2)nnn1Cc1ccccc1
  A: -1.4	B: -5.1	C: -0.3	D: -0.8	E: -0.168	F: 2.4	G: -1.6	H: 10.8	I: 8.1

COc1cc(C(=O)N2CCN(C(=O)CC(C)C)CC2)cc(OC)c1OC
  A: -0.8	B: -1.1	C: -2.4	D: 0.4	E: -0.326	F: -7.0	G: -4.3	H: -12.9	I: 9.4

O=C(Cc1ccccc1)NC(NCCCN1CCOCC1)(C(F)(F)F)C(F)(F)F
  A: -0.3	B: -10.6	C: -7.4	D: 1.0	E: -0.205	F: -5.5	G: -2.6	H: -3.8	I: -2.7

O=C(O)C1CCN(S(=O)(=O)c2ccc(Oc3ccccc3)cc2)CC1
  A: -0.6	B: -23.2	C: 3.8	D: 0.0	E: -0.0877	F: 1.7	G: 0.9	H: -11.7	I: 19.6

CCCCNC(=O)c1nc2ncc(Br)cn2n1
  A: -1.8	B: -4.0	C: 7.5	D: -0.3	E: 0.219	F: 0.7	G: -3.6	H: 12.8	I: 7.9

CC(C)CNC(=O)C1CCCN(S(=O)(=O)c2ccc(-n3cnnn3)cc2)C1 (stereo not drawn)
  A: -0.4	B: 11.7	C: 9.3	D: -0.3	E: 0.824	F: 2.1	G: -3.8	H: -2.0	I: 14.8

Cc1ccc(O)c(NC(=O)CCCC(=O)O)c1
  A: -0.7	B: -5.4	C: -5.5	D: 0.8	E: 0.317	F: 3.8	G: -3.9	H: -0.6	I: 22.0

COc1ccc(-c2nc(C#N)c(NCCCN3CCOCC3)o2)cc1
  A: -1.1	B: -18.6	C: 10.7	D: -1.3	E: -0.371	F: -0.4	G: 0.4	H: -5.0	I: 9.4

Cn1c(=O)c(=O)n(C)c2cc(S(=O)(=O)N3CCCCC3)ccc21
  A: -0.8	B: -8.9	C: -8.6	D: -0.2	E: 1.21	F: -9.8	G: -4.3	H: 1.6	I: -20.3

COc1ccc(C2C(C(=O)NCCN(C)C)c3ccccc3C(=O)N2C)cc1OC (stereo not drawn)
  A: /	B: /	C: 2.5	D: 1.6	E: -1.15	F: /	G: -1.3	H: 0.9	I: 7.2

COC(=O)Nc1ccc(S(=O)(=O)N2CCCc3ccccc32)cc1
  A: -1.4	B: 31.3	C: 25.0	D: -0.8	E: -0.556	F: 88.5*	G: -0.5	H: 29.6	I: 33.0

Cc1nn(CC(=O)O)c2ccccc12
  A: 0.7	B: 4.7	C: -7.5	D: -0.2	E: -2.26	F: 1.9	G: 0.1	H: 0.4	I: -2.8

CCCCc1cc(=O)oc2cc(OCC(=O)N(CC)CC)c(Cl)cc12
  A: -1.7	B: -5.9	C: 13.1	D: 0.9	E: 2.54	F: -1.3	G: 1.7	H: -0.6	I: 20.2

Cc1c(C(=O)NCc2cccnc2)sc2nc(-c3ccccc3)cn12
  A: -0.4	B: -18.1	C: -2.9	D: 1.6	E: 0.0202	F: -6.0	G: 2.2	H: -4.5	I: 18.4

CCOC(=O)c1sc(NC(=O)c2ccc3ncsc3c2)nc1C
  A: 0.3	B: -8.2	C: 5.6	D: 0.4	E: /	F: 4.5	G: -0.8	H: -7.3	I: 4.3

CCOC(=O)c1ccc(NC(=O)c2nn(CC)cc2Br)cc1
  A: -1.4	B: -6.1	C: 5.7	D: -0.6	E: 0.441	F: 1.6	G: -2.0	H: 6.5	I: -3.1

Cc1ccc(-c2cc(C)nc3ncnn23)cc1
  A: -0.9	B: -8.6	C: -1.4	D: 0.7	E: /	F: 0.8	G: -2.7	H: -6.6	I: 5.5

Cc1ccccc1Nc1nc(N)nc(COC(=O)C(NC(=O)c2ccco2)C(C)C)n1 (stereo not drawn)
  A: 0.3	B: 1.8	C: 6.4	D: 0.1	E: 0.978	F: 4.6	G: -3.2	H: 12.8	I: 17.2

Whole records, looked up by structure.
Record of Cc1ccccc1Nc1nc(N)nc(COC(=O)C(NC(=O)c2ccco2)C(C)C)n1 (stereo not drawn) = S1P3 agonist = 0.3; S1P1 ag pot = 1.8; HTR1E antagonist = 6.4; 5HT1E ag = 0.1; D1 allo mod = 0.978; Jurkat tox 60K = 4.6; HTR1A agonist = -3.2; 5-HT1A blocker = 12.8; HEK293 NFkB inh = 17.2
Record of CCCCc1cc(=O)oc2cc(OCC(=O)N(CC)CC)c(Cl)cc12 = S1P3 agonist = -1.7; S1P1 ag pot = -5.9; HTR1E antagonist = 13.1; 5HT1E ag = 0.9; D1 allo mod = 2.54; Jurkat tox 60K = -1.3; HTR1A agonist = 1.7; 5-HT1A blocker = -0.6; HEK293 NFkB inh = 20.2

The order is random; any-hit rate near 8.3%.
